# PTAP TSG101 blk = blocks PTAP/TSG101 interaction to inhibit HIV-1 budding; Potency, µM (top dose mostly 115 µM), for inactives: at the highest dose activity change, negative = inhibition, hits mostly inhibitors; 340,000 tested, under 10 active; Fluorescence polarization, FITC-PTAP peptide / Tsg101 binding; Q99816; active = well fitted inhibition curve with a large enough effect in the main read-out, with a control signal flat, not every such curve was filed as active; inconclusive = small, poorly fitted or top-dose-only effect, or effect the other way, or a change in a side signal; inactive = no such curve, though single readings can be large or run the other way; also: potency is read from the fitted curve at half-maximal effect; % of control where 0% means no effect
#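 Tsg101 binding domain (10 uM final) was mixed with compound and a FITC-labeled PTAP peptide (50 nM final) in HEPES pH 7.5 buffer with NaCl, Tween 20, EDTA and TCEP; fluorescence polarization was read after 20 min at r.t.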
# AT treatment = potential ataxia-telangiectasia treatments restoring KAP-1 phosphorylation; […] A-T fibroblasts, KAP-1 phosphorylation AlphaLISA; neocarzinostatin DNA damage 30 min before lysis; hit rate 0.19% among 320,000; Potency, µM (highest dose often 57.5 µM), for inactives: at the highest dose activation, usual class: activators; also: potency is read from the fitted curve at half-maximal effect; % of control where 0% means no effect; nearly all actives have a fitted effect of over 45% in size
#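 ATM-like activity read as KAP-1 phosphorylation via AlphaLISA donor/acceptor antibody pairs after lysis and 6 hr at 25C. Cells were ATM-null patient fibroblasts ([…], hTERT), dosed 60 min, then exposed to the DSB inducer NCS for 30 min.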
# MBNL1-CUG inh = blocks human MBNL1 binding to CUG repeat RNA. TR-FRET MBNL1-His/biotin-(CUG)12 binding, 665/545 ratio. Potency, µM (series often up to 57.5 µM), for the others: at the highest dose activity change, negative = inhibition, actives largely listed as inhibitors. hit rate 0.036% among 280,000; active = well fitted inhibition curve with a large enough effect in the signal ratio, with a control signal flat, not every such curve was filed as active; inconclusive = small, poorly fitted or top-dose-only effect, or effect the other way, or a change in a side signal; inactive = no such curve, though single readings can be large or run the other way; the % refers to the signal ratio; also: potency is read from the fitted curve at half-maximal effect; % is scaled to controls: 0 for no effect and ±100 for the full control effect
#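 MBNL1-His + Biotin-(CUG)12, cpd titration 92 nM–58 uM; Tb anti-His Ab 0.055 ng/ul, SA-XL665 5 nM (final); 60 min RT; ratiometric 665/545 nm, Ex 340 nm; normalized to buffer and full-complex controls.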
# Menin MLL FP TR = displaces Texas Red mutant MLL peptide from human menin | O00255 | Menin + Texas Red MLL mutant peptide, fluorescence polarization | Potency, µM (titrated, usually from 61.6 µM), for the others: top-dose FP activity change, negative = inhibition, actives largely listed as inhibitors | hit rate 0.23% among 270,000; active = well fitted inhibition curve with a large enough effect in the polarisation, with a control signal flat, not every such curve was filed as active; inconclusive = small, poorly fitted or top-dose-only effect, or effect the other way, or a change in a side signal; inactive = no such curve, though single readings can be large or run the other way; the % refers to the polarisation; also: potency is read from the fitted curve at half-maximal effect; % of control where 0% means no effect; many of its hits are not listed in these tables
# CXXC DNA block = inhibitors of human MLL CXXC domain-DNA interaction. MLL-CXXC / FITC-HOXA9 DNA fluorescence polarization. hit rate 0.037% among 290,000. Potency, µM (doses to about 115 µM), inactives show at the top dose activity change, negative = inhibition, usual class: inhibitors. AID 2662; active = well fitted inhibition curve with a large enough effect in the polarisation, with a control signal flat, not every such curve was filed as active; inconclusive = small, poorly fitted or top-dose-only effect, or effect the other way, or a change in a side signal; inactive = no such curve, though single readings can be large or run the other way; the % refers to the polarisation; also: potency is read from the fitted curve at half-maximal effect
# Target sequence (Q03164 whole entry, looked up, the tested form may be a part): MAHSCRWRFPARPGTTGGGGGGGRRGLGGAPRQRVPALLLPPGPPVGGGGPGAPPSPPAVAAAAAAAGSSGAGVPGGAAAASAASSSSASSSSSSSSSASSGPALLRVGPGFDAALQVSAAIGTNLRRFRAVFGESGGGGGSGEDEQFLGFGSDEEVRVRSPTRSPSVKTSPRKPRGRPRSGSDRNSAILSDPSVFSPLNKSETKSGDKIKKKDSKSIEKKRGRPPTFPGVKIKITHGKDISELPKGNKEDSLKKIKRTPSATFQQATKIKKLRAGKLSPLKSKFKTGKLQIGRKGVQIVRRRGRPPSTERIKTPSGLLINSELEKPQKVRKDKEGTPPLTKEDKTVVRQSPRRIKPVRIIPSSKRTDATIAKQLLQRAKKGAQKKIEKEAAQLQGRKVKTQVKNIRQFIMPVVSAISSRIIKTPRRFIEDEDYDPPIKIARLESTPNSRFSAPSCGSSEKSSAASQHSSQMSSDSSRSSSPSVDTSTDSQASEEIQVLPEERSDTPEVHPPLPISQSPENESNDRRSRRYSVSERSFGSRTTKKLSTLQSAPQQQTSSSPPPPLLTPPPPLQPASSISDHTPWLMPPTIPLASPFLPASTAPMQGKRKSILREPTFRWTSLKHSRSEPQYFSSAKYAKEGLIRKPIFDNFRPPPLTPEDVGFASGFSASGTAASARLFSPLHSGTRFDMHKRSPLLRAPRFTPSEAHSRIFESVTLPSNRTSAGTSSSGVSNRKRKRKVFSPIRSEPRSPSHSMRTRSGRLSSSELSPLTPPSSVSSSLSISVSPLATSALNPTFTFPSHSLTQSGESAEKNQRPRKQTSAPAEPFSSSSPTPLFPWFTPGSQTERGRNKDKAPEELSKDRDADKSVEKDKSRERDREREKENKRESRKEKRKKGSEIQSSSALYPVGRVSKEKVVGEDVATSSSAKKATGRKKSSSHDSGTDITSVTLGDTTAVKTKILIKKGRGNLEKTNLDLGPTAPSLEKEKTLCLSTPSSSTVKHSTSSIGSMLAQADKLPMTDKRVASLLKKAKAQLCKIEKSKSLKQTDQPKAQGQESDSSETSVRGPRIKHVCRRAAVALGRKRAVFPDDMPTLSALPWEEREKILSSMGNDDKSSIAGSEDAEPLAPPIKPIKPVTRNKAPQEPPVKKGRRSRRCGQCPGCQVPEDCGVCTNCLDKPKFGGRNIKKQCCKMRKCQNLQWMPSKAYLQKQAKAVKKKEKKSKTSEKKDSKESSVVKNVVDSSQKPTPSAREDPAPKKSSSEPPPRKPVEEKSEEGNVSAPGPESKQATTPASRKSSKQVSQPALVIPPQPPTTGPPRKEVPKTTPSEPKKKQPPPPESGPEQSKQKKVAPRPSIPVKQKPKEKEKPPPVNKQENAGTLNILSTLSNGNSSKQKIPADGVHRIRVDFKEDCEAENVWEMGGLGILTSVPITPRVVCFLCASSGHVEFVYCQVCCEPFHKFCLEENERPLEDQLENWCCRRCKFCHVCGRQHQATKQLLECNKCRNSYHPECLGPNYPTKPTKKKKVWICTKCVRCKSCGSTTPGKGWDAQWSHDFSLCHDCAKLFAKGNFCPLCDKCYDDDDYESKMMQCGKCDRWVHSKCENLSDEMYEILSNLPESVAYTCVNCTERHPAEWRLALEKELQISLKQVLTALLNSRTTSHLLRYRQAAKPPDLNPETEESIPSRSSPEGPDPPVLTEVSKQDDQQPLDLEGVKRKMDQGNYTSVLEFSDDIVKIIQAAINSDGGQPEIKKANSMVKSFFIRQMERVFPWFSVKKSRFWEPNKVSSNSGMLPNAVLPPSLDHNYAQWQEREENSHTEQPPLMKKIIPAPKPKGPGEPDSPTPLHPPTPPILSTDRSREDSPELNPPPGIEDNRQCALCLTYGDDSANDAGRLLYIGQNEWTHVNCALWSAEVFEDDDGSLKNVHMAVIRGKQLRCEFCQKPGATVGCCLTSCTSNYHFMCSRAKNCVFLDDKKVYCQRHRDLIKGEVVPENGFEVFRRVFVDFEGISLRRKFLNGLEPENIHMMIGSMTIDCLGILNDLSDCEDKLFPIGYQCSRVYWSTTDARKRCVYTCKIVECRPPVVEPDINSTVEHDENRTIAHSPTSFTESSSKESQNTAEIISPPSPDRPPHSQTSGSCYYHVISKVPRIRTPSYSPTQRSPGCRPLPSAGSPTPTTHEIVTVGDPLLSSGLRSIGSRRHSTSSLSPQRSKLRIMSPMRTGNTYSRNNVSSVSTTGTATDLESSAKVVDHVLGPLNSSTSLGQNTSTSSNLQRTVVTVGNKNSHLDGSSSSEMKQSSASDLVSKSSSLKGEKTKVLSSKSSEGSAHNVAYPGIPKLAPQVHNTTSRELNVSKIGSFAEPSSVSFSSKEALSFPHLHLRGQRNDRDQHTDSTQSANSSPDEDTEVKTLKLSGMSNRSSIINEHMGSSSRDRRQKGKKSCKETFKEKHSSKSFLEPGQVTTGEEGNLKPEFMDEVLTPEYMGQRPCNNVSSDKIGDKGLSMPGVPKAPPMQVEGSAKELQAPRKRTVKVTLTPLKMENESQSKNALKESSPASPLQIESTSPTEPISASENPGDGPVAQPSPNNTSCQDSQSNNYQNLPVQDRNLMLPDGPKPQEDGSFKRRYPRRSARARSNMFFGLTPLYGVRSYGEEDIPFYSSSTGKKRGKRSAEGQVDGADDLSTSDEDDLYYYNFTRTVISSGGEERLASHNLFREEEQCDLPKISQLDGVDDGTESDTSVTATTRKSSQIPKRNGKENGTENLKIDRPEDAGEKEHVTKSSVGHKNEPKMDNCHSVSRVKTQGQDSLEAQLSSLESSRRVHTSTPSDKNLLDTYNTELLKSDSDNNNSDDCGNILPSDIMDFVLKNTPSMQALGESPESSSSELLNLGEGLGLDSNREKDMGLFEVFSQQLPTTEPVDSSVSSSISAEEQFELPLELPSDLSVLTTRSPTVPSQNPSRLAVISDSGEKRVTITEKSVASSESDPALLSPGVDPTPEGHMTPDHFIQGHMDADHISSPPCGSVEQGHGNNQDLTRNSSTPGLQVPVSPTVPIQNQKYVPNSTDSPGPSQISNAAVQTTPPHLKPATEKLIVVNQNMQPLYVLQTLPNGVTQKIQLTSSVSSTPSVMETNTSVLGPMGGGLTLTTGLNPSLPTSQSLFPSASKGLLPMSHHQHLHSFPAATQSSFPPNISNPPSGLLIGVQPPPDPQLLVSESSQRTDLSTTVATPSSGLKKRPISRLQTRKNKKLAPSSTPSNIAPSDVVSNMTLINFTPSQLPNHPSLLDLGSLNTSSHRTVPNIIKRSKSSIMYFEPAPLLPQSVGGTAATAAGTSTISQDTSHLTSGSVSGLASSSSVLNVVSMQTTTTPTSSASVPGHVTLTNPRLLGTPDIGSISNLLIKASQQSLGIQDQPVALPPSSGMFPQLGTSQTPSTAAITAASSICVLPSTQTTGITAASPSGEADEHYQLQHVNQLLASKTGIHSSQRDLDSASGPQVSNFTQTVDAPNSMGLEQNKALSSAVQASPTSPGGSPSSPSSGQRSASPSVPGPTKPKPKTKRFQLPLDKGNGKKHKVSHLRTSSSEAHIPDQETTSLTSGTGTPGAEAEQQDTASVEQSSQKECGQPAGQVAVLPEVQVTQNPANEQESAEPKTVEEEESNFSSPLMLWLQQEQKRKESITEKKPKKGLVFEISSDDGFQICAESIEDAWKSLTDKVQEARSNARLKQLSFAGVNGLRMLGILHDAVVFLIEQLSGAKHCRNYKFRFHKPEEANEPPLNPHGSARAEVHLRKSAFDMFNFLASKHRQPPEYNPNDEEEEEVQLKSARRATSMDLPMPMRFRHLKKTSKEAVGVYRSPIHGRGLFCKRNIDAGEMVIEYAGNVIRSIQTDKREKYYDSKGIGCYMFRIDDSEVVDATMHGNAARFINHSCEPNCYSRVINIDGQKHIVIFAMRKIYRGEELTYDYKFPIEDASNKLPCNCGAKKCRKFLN
#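 Purified MLL-CXXC (added from a 7 uM solution) was preincubated 5 min at ambient with pinned compounds in 50 mM Tris-HCl pH 7.5, 50 mM NaCl, 1 mM DTT, 0.05% BSA. Fluorescein-labeled HOX-A9 DNA (50 nM solution) followed, 30 min, then polarization read.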
# S-ASM inh = inhibitors of human secretory acid sphingomyelinase; P17405; placental ASM, HMU-PC fluorogenic substrate, 60 min; Potency, µM (titrated, usually from 57.5 µM), inactives show at the top dose activity change, negative = inhibition, most hits filed as inhibitors; hit rate 0.006% among 340,000; AID 504937; also: potency is read from the fitted curve at half-maximal effect
#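 Human placenta-derived ASM enzyme was preincubated with compound for 10 minutes at room temperature, then given fluorogenic substrate HMU-PC0 (9 uM final) for 60 minutes at 37 °C; a pH 10 stop preceded fluorescence reading at Ex 386/Em 447 nm.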
# TCR act = activators of T cell receptors; primary human leukocytes, anti-CD3, IL-2 HTRF, 48 h; Potency, µM (top dose mostly 9.22 µM), without a hit: at the top dose activation of IL-2 secretion, usual class: activators; 330,000 tested, under 10 active; AID 504894; also: % of control where 0% means no effect
#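 Primary human leukocytes receive a-CD3 beads and test compound and are incubated 48 hr. Secreted IL-2 is then assayed by HTRF, measuring 665nm acceptor emission after 320nm excitation of the europium donor.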
# a7 integrin act = activators of alpha7 integrin expression for muscular dystrophy; Potency, µM (series often up to 38.3 µM), inactives show top-dose activation, hits mostly activators; AID 624291; hit rate 0.064% among 350,000; alpha7betagal myoblasts, beta-gal FDG fluorescence, 48 h;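 also: potency is read from the fitted curve at half-maximal effect; 100% = response of the positive control SU9516; nearly all actives have a fitted effect of over 60% in size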
#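 alpha7betagal+/- myoblasts (passage 13, 250/well) treated 48 h at 37C with compounds at 1:260 dilution of DMSO stock. Lysed, then beta-galactosidase activity read as FDG fluorescence (ex 480/em 540) after 30 min, with pre-read for autofluorescence.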
# TSHR antagonist = human thyrotropin receptor antagonism; P16473; TSHR-expressing cells, TSH-stimulated cAMP HTRF, 2 h; stronger effect = lower value; activity change, negative = inhibition, % at 11.5 µM; hit rate 0.2% among 330,000; AID 504810;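 active = activity change below a set negative limit, meaning inhibition stronger than a set level, cut at about -70% in these data; inconclusive = activity change between two set negative limits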; also: % is scaled to controls: 0 for no effect and ±100 for the full control effect
#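 Freshly harvested TSHR cells receive pin-tooled compound, then EC80 TSH at 4nM final. After 2 hours at 37 deg C, antibody in lysis buffer and cAMP-d2 are added; 30 minutes at ambient temperature precede the HTRF read.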
# Mito fusion yeast = blocks mitochondrial division or promotes mitochondrial fusion; S. cerevisiae fusion-defective mutant growth rescue, CellTiterGlo 48 h; Potency, µM (titrated, usually from 46.1 µM), without a hit: at the top dose growth rescue (activation), usual class: activators; hit rate 0.23% among 320,000;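 also: potency is read from the fitted curve at half-maximal effect; % of control where 0% means no effect; nearly all actives have a fitted effect of over 45% in size; temperature-sensitive fusion mutants such as fzo1-1 at 37 °C on non-fermentable ethanol glycerol medium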
#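 Luminescent cell viability in 1536-well qHTS format served as the measure of rescued growth in ts fusion-mutant S. cerevisiae cultured on non-fermentable YPEG for 48 hours at 37C.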
# * = called active by the depositor; ? = inconclusive; · = no result given; [ ] = dose if it differs, or a comment. Unless noted, calls follow the shape of the dose curve; as a rule, active = well fitted curve in the direction sought with a large enough effect; inconclusive = small, poorly fitted or top-dose-only effect, or another doubt; inactive = no such curve, though single readings can be large; an effect the other way counts as inactive or inconclusive. A portion of the library (hit frequency here may not be typical).
# Values run as follows: PTAP TSG101 blk	AT treatment	MBNL1-CUG inh	Menin MLL FP TR	CXXC DNA block	S-ASM inh	TCR act	a7 integrin act	TSHR antagonist	Mito fusion yeast
CCCCCCOC(=O)Sc1nc2ccccc2o1
  -5%	-1%	-11%	-16%	103%[activator]	1%	0%	-10%	-11	8%
Cc1ccc(S(=O)(=O)NCc2nc3ccccc3[nH]2)cc1
  1%	14%	6%	-2%	13%	1%	3%	0%	-11	0%
FC(F)Oc1ccc(NC(=S)Nc2ccc3cn[nH]c3c2)cc1
  -3%	16%	·	·	0%	-3%	-3%	30%	-3	-5%
CC1Cc2ccccc2N1S(=O)(=O)c1cccc(C(=O)NCc2ccco2)c1 (stereo not drawn)
  1%	-9%	·	·	·	0%	13%[46.1 µM]	22%	-6	·
COc1ccc(CN2C(=O)c3cccnc3C2Nc2ccc(C)cc2)cc1 (stereo not drawn)
  0%	1%	-2%	·	12%	-1%	·	14%	7	2%
O=C1NC(c2ccccn2)Nc2sc3c(c21)CCC3 (stereo not drawn)
  -4%	2%	?	1%	9%	10%	2%	0%	5	-1%
O=C(NC(=S)N1CCN(Cc2ccc3c(c2)OCO3)CC1)c1cccc(Br)c1
  0%	-2%	-4%	4%	9%	0%	-5%[46.1 µM]	-18%	9	16%
COC(=O)CCC(=O)Nc1ccc2oc3c(c2c1)CCCC3
  0%	0%	-14%	-10%	-6%	3%	·	-7%	-6	-1%
Fc1ccc(NC(=S)N/N=C/c2ccc(F)c(F)c2)c(F)c1
  -2%	0%	1%	5%	11%	-2%	-4%	4%	-7	-12%
CC(C)C(=O)NC(c1ccco1)c1ccc2cccnc2c1O (stereo not drawn)
  -4%	-6%	15%	-12%	-3%	-2%	3%	-63%[inhibitor]	3	-10%
CS(=O)(=O)N(CCc1ccccc1)CC(=O)NCC1CCCO1 (stereo not drawn)
  -1%	2%	-12%	0%	14%	5%	4%	7%	11	-5%
Cc1c(C(C)(C)C)c(C=S)n2ccccc12
  -10%	1%	16%	-12%	7%	0%	-2%	-36%	-6	5%
O=C(NCc1ccncc1)c1nc(-c2ccc(C(F)(F)F)cc2)no1
  -3%	3%	-1%	1%	-2%	-1%	12%	-24%	-16	3%
CCN1C(=O)NC(c2ccccc2)C1=O (stereo not drawn)
  -4%	5%	·	·	·	-2%	-4%	·	-1	0%
O=C(CSCc1ccc(Cl)cc1)NCCSCc1ccco1
  -1%	-1%	-13%	-3%	-1%	-2%	·	-18%	-5	4%
COCCN1C(=O)c2oc3ccccc3c(=O)c2C1c1cccc(O)c1 (stereo not drawn)
  1%	18%	6%	-4%[11.7 µM]	3%	0%	0%	0%	1	3%
CC(=O)NC(CCS(C)(=O)=O)C(=O)Nc1cccc(C(C)=O)c1 (stereo not drawn)
  -4%	-2%	-3%	7%	7%	0%	·	4%	7	-8%
Cc1ccc(C)c(NC(=S)NCc2cccn2C)c1
  ·	-4%	-6%	·	-8%	·	·	·	5	-1%
Cc1ccc(OCCC(=O)Nc2ccc3c(c2)OCCCO3)cc1
  0%	-5%	·	·	·	-2%	3%	-22%	-5	-2%
COc1ccc(-c2nsc(SCC(=O)Nc3cc(C)on3)n2)cc1
  -9%	-3%	6%	-13%	17%	1%	1%	-13%	-4	-5%
COc1cc(/C=C2\CCc3ccccc3C2=O)cc(OC)c1OC
  0%	7%	-5%	-11%	11%	-3%	0%[46.1 µM]	-50%[inhibitor]	0	4%
O=C1C2CCC(C(O)C2)N1Cc1ccccc1 (stereo not drawn)
  -2%	5%	10%	-16%	1%	0%	·	6%	4	1%
COC(=O)/C=C\C(=O)Nc1cccc([N+](=O)[O-])c1
  0%	-6%	?	?	9%	1%	-3%[46.1 µM]	-57%[inhibitor]	19	?
O=C(NC(=S)Nc1ccc(Cl)c(C(=O)O)c1)c1cccc(COc2ccccc2)c1
  -3%	5%	-2%	?	1%	-21%	2%	?	-12	0%
COC(=O)c1ccccc1NC(=O)Cn1c(=O)oc2ccc(Cl)cc21
  -1%	0%	-8%	0%	9%	-6%	·	2%	-5	3%
NC(=O)c1nnn(-c2nonc2N)c1-c1ccc([N+](=O)[O-])cc1
  -3%	2%	?	28%	-8%	-4%	0%	10%	-1	-2%
O=C1/C(=C/c2cccnc2)CCc2c1[nH]c1ccccc21
  1%	4%	?	31%[activator]	11%	-2%	-5%	12%	15	4%
O=C(N/N=C/c1cccs1)/C(=C/c1ccccc1)NC(=O)c1ccccc1
  0%	2%	?	12%	6%	0%	-2%[46.1 µM]	-14%	0	-3%
CCN(CC)C(=O)Cn1c(=O)c2ccccc2n2c(=S)sc(-c3cccc(C)c3)c12
  ?	6%	7%	3%	?	0%	1%[46.1 µM]	34%	4	-2%
N#Cc1nc(-c2ccco2)oc1N1CCN(c2cccc(Cl)c2)CC1
  -3%	-2%	-3%	-7%	-2%	-14%	-3%	-8%	-35	19%
CC1=CC(C)(C)N(C(=O)CSc2ncn[nH]2)c2ccc(C)cc21
  -8%	0%	1%	-5%	-4%	0%	3%	-23%	-2	4%
O=C(COC(=O)/C=C/c1cccc(F)c1)NC(=O)NC1CCCC1
  -1%	-6%	·	·	·	-8%	3%	-24%	-2	·
COC(=O)c1cc(NC(=O)CSc2nc(C)cc(=O)[nH]2)cc(C(=O)OC)c1
  0%	-9%	4%	?	-9%	-2%	-1%	-9%	-3	-6%
COc1ccccc1N1CCN(C2CCN(C(=O)c3cccc(F)c3)CC2)CC1
  -3%	4%	·	-11%	-3%	0%	2%[46.1 µM]	-13%	12	-7%
C/C(=N/NC(=O)CNC(=O)c1cccnc1)c1cccc([N+](=O)[O-])c1
  -5%	5%	?	22%	?	-2%	5%	-27%	22	-4%
COc1ccccc1CNC(=O)CNCC1CCCO1 (stereo not drawn)
  -1%	·	9%	8%	-10%	3%	5%	-3%	7	0%
CSc1ccc(-c2cc(=O)c3ccccc3o2)cc1
  -5%	11%	?	-2%	2%	·	·	-6%	-15	6%
O=C(C1CCCCC1)N1CCN(C(=O)C2CCCCC2)CC1
  0%	2%	-3%	0%	0%	2%	-4%	23%	5	-4%
Fc1cccc(C2CCCCN2Cc2nc(C3CC3)no2)c1 (stereo not drawn)
  -1%	-1%	15%	-1%	-3%	0%	-2%	12%	1	5%
Cc1ccc(CNS(=O)(=O)c2ccc3c(c2)OCCO3)cc1
  4%	-11%	-28%	3%	-6%	-3%	0%[46.1 µM]	14%	13	9%
O=C(c1cc([N+](=O)[O-])ccc1N1CCOCC1)N1CCOCC1
  -4%	3%	·	-3%	3%	-3%	1%[46.1 µM]	45%	9	-7%
c1cncc(-c2nc3ccccn3c2Nc2ccc3c(c2)OCCO3)c1
  -9%	1%	-8%	1%	7%	5%	1%	15%	-5	1%
CCOc1ccc(NCc2nnc(SCC(=O)Nc3nc(-c4ccccc4)cs3)n2-c2ccccc2)cc1
  0%	-5%	·	?	14%	2%	-6%	0%	5	2%
COc1ccc(S(=O)(=O)N2CCOCC2)cc1C(=O)Nc1cc(C)on1
  -2%	-1%	0%	8%	4%	-2%	-1%	1%	12	0%
COC(=O)c1cccc(C23CC4(C2)[C@H](CN(Cc2cccnc2)[C@@H]4c2ccccc2)C3c2ccc(Cl)nc2)c1 (stereo partly drawn)
  -3%	?	-4%	3%	6%	-2%	0%	-16%	-7	-12%
O=S(=O)(Nc1cccnc1Cl)c1ccc(-c2ccccc2)cc1
  -3%	6%	-5%	35%[activator]	-1%	0%	-2%	40%	-16	30%
CCN1CCN(C(=O)Nc2cc(Cl)ccc2OC)CC1
  -6%	-1%	-7%	10%	0%	3%	8%	14%	-5	-3%
Cc1ccc(S(=O)(=O)Nc2ccc3nc(C)sc3c2)c(C)c1
  -5%	-16%	·	·	·	-5%	0%	-36%	-49	11%
CC(C)c1cc(C(=O)N2CCCC(Nc3ccc(F)c(F)c3)C2)nc(N)n1 (stereo not drawn)
  -2%	3%	-4%	·	3%	-2%	5%	11%	-2	-1%
CC(C)(O)c1[nH]c2cc(C(F)(F)F)ccc2c1C(C)(C)O
  -4%	-1%	-3%	28%	2%	1%	3%	-16%	0	-6%
O=C(CSc1ccc(-c2ccncc2)nn1)N1CCN(c2ccccc2)CC1
  -1%	0%	-3%	-9%	2%	0%	10%	-14%	-19	-1%
Cc1cc(CNC(=O)Cn2nc(C)c([N+](=O)[O-])c2C)c2ccccc2n1
  -3%	-1%	·	5%	-1%	0%	-4%	-63%[inhibitor]	4	-8%

# Bioassay records as filed in PubChem BioAssay.
